# RmlCD inh mix = mixture blocks RmlC and RmlD coupled enzyme activity; inhibition, % at 5.5 µM; AID 1532; RmlC/RmlD coupled enzyme inhibition, 384-well mixture HTS; actives 0.39% (n = 110,000); in the data active = inhibition above about 30%, passing the limit was not always enough; inconclusive = no clear call, values can overlap the other calls; note: strong numbers were not always called active
# RT RNaseH block = inhibitors of HIV-1 reverse transcriptase RNase H. RT-RNase H RNA/DNA duplex cleavage, fluorescence. inhibition, % at 10 µM. actives 1.9% (n = 65,000). P04585. AID 565; in the data active = inhibition above about 50%
# The depositor's hits bear a star; i = inactive; ? = inconclusive; . = no result given. These rows are one share of the data; count on the stated rates, not on these rows.
# Start of the listing, in advance, 3 compounds:
SMILES,RmlCD inh mix,RT RNaseH block
COc1cc([N+](=O)[O-])ccc1NC(=O)CCCOc1cccc(C)c1,-12,.
COc1ccc(-c2noc(CCC(=O)Nc3ccc(C)c(C)c3)n2)cc1,-9,-5
Cc1ccc2oc(=O)c3cnn(CC(=O)NCCCOC(C)C)c3c2c1,1,-10

# Main list, from the first entry:
SMILES,RmlCD inh mix,RT RNaseH block
COc1cc([N+](=O)[O-])ccc1NC(=O)CCCOc1cccc(C)c1,-12,.
COc1ccc(-c2noc(CCC(=O)Nc3ccc(C)c(C)c3)n2)cc1,-9,-5
Cc1ccc2oc(=O)c3cnn(CC(=O)NCCCOC(C)C)c3c2c1,1,-10
CN(C)c1ccc(NC(=O)CSc2nc(N)c(C(=O)Nc3ccc(N(C)C)cc3)s2)cc1,1,.
O=C1C=C(c2ccccc2)C(O)(c2ccccc2)C1 (centres undefined),-3,-1
CO/N=C(\C(=O)N[C@@H]1C(=O)N2C(C(=O)O)=C(COC(N)=O)CS[C@H]12)c1ccco1,4,13
CCc1c(C)nc(SCCOc2ccc(OC(C)C)cc2)[nH]c1=O,1,-57
O=C(NC1CCCCCC1)c1nnc(Cc2ccc(Cl)cc2)o1,7,-9
COc1ccc(C(c2nnnn2C(C)(C)C)N2CCN(C)CC2)cc1OC (centres undefined),-37,-13
CCNCCNc1ccc(Cl)cc1[N+](=O)[O-],i,.
CN1CC[C@@]23CCCC[C@@H]2[C@@H]1Cc1ccc(O)cc13,.,-9
CC1(C)Cc2c(C#N)c(N3CCN(C(=O)c4ccco4)CC3)nc(Cc3ccccc3)c2CO1,-21,8
COc1ccc(-c2cn3c(C)c(C(=O)N4CCCc5ccccc54)sc3n2)cc1,3,-28
Nc1c(C(=O)NCc2ccco2)c2nc3ccccc3nc2n1CCN1CCCCC1,-105,0
O=C(N/N=C/c1cccc(Cl)c1Cl)Nc1ccccc1,9,.
O=C(Nc1nnc(-c2ccco2)o1)C1CCCCC1,4,-14
Cc1ccc(CNC(=O)C2CCN(S(=O)(=O)c3cnc[nH]3)CC2)cc1,-6,.
Cc1ccc2[nH]c(=O)c(CN(Cc3cccs3)Cc3nnnn3Cc3ccccc3)cc2c1,5,-3
COc1cc(OC)cc(-c2cc3nc(C)c(CCC(=O)NC(C)CCc4ccco4)c(C)n3n2)c1 (centres undefined),-15,0
Nc1c(-c2ccc(Cl)cc2)nnn1-c1ccccc1,6,0
CC(N1CCOC1=O)S(=O)(=O)c1ccccc1 (centres undefined),-11,.
CC(C)C1NC2(C(=O)c3ccccc3C2=O)C2C(=O)N(c3ccc(F)cc3)C(=O)C12 (centres undefined),-6,43
O=C(O)Cc1csc(NC(=O)c2ccco2)n1,12,.
O=C(Nc1ccc(Cl)cc1)c1ccc2c(c1)S(=O)(=O)c1ccccc1C2=O,7,.
O=C(Cc1ccc(Cl)cc1)Nc1ccc(N2CCN(C(=O)c3ccco3)CC2)cc1,6,-2
Cc1nnc(SCCCn2c(N3CCN(c4ccccc4)CC3)nc3c2c(=O)[nH]c(=O)n3C)s1,-5,-4
Nc1cc(N)nc(SCC(=O)NNC(=O)c2ccc(Cl)cc2)n1,90,.
Cc1ccc(C(=O)CSc2ccccn2)cc1,-14,-9
Cc1[nH]n(-c2ccccc2)c(=S)c1C=Nc1cccc([N+](=O)[O-])c1,11,.
Cc1cc(C)c2c(CN3CCN(C)CC3)cc(=O)oc2c1,6,-4
O=c1cc(-c2ccccc2)nc2n1Cc1ccccc1-2,-10,-5
COc1ccc(F)cc1CN1CCN(c2cc(C)nc3c4c(C)cc(C)nc4nn23)CC1,50*,-1
Cc1ccc(CNS(=O)(=O)/C=C/c2ccc3c(c2)OCO3)cc1,-4,.
N/C(=N\OC(=O)Nc1ccc(Cl)cc1)c1ncc(C(F)(F)F)cc1Cl,-4,.
Cc1noc(N)c1C(=O)Nc1ccc(C(C)(C)C)cc1,-8,.
CCOC(=O)C1CCN(C(=O)Cc2c(C(=O)O)[nH]c3ccccc23)CC1,?,2
O=C(CCc1nc(-c2ccccc2)no1)NCc1ccco1,-19,2
CCOCCCNC(=O)C1CCN(C(=O)Nc2ccc(Cl)cc2)CC1,6,-13
O=C(NCCN1CCc2ccccc2C1)C1CCN(S(=O)(=O)N2CCCCC2)CC1,3,3
O=C(NC1CCCCC1)NC1CCN(C(=S)NCc2ccco2)CC1,9,.
Cc1cc(C)n(C(=O)CNc2ccc(C)c(C)c2)n1,-17,.
CCOC(=O)N1CCC(NC(=O)CSCc2nc(-c3cccc(OC)c3)oc2C)CC1,33,3
O=C(Nc1ccc(OC(=O)c2cccnc2)cc1)c1cccnc1,4,5
CCCc1cc(C(=O)Nc2ccc(C)cc2)no1,5,-4
O=C(NCCCCCCCCCNC(=O)C(F)(F)F)C(F)(F)F,6,.
CC1(C)CC(=O)C(/C=N/c2ccccn2)=C(O)C1,-1,3
Cc1cc(C)c2c(=O)[nH]c(SCC(=O)NCCc3ccccc3)nc2n1,13,.
COc1ccc(CCN(C)C(=O)N2CCOCC2)cc1OC,-7,-4
O=Cc1c(Sc2ccccc2)nc2ccccn2c1=O,13,.
CCOC(=O)C[C@H]1c2cc(F)ccc2S(=O)(=O)N1C1CCCCC1,-8,.

# New compounds follow:
SMILES,RmlCD inh mix,RT RNaseH block
O=C1c2ccccc2NC(c2ccc(-c3cccc(Cl)c3)o2)N1O (centres undefined),-13,.
CCn1nnc(-c2ccccc2NC(=O)C(F)(F)F)n1,-25,-25
COc1ccc(C(C)=O)cc1COC(=O)c1ccc(S(=O)(=O)N2CCOCC2)cc1,-8,-24
O=C(NC1CCCCCC1)c1cc(S(=O)(=O)N2CCC3(CC2)OCCO3)ccc1F,-10,0
O=C(CCNS(=O)(=O)c1cccc2nsnc12)NC1CCN(Cc2ccccc2)CC1,-2,-1
Cc1cc(C)c2nc(SCC(=O)Nc3ccc(S(=O)(=O)N4CCCC4)cc3)c(C)cc2c1,4,.
CC(=O)NCCN1C(=O)C2C3c4ccccc4C(c4ccccc43)C2C1=O (centres undefined),-9,.
CNCC(O)c1cc(F)c(OCc2ccccc2)c(OCc2ccccc2)c1F (centres undefined),-17,.
Cc1cccc(C(=O)Nc2cc(=O)n(C)c(=O)n2C)c1,13,-6
CCOC(=O)c1c(-c2cccs2)csc1NC(=O)CNCCN1CCOCC1,2,.

# Quoted from the listing.
# RmlCD inh mix, O=C(NC1CCCCCC1)c1nnc(Cc2ccc(Cl)cc2)o1 is entered as 7
# RmlCD inh mix, COc1ccc(CCN(C)C(=O)N2CCOCC2)cc1OC is entered as -7
# RT RNaseH block, CN1CC[C@@]23CCCC[C@@H]2[C@@H]1Cc1ccc(O)cc13 is entered as -9
# RT RNaseH block, CC1(C)Cc2c(C#N)c(N3CCN(C(=O)c4ccco4)CC3)nc(Cc3ccccc3)c2CO1 is entered as 8

# Next part.
SMILES,RmlCD inh mix,RT RNaseH block
CCOC(=O)c1ccc(-c2c(C(=O)OCC)oc3cc(O)c(CC)cc3c2=O)o1,1,-6
CCOC(=O)c1[nH]c2cc(OC)c(OC)cc2c1NC(=O)c1ccc2c(c1)OCO2,-1,0
O=C(/C=C/c1ccco1)Nc1sc2c(c1C(=O)O)CCC2,11,.
COc1ccccc1Nc1nc(N)nc(CSc2nnc(C)s2)n1,3,6
O=C(NCc1nc2ccccc2[nH]1)C1=C[C@@H](c2ccc(Br)cc2)C[C@@H](OCc2ccc(CO)cc2)O1,7,.
COc1cc2ccccc2cc1-c1nnc(COc2ccccc2)o1,-4,-14
CCOc1ccc(C(=O)CSc2nnc(N)s2)cc1,4,0
COc1cccc(CN(CC(=O)NCC2CCCO2)C(=O)CCC(=O)Nc2cc(C)on2)c1 (centres undefined),48,-1
CSc1nc2sc3c(c2c(=O)n1C1CCCCC1)CCN(C)C3,2,-3
Cc1oc(C(C)(C)C)cc1C(=O)Nc1ccc2c(c1)OCCO2,.,1
Cc1ccc(S(=O)(=O)C2(C(=O)O)CCCC2)cc1C,9,-9
COc1ccc(Cc2nnc(SCc3c(C)noc3C)n2C2CCCCC2)cc1OC,6,-9
Cc1sc2nc(CN3CCOCC3)nc(NS(=O)(=O)c3ccccc3)c2c1C,-20,.
CCC1=C(OC(=O)N(CC)CC)N2C(=O)OC(=NCCOC)[C@]2(Cc2ccccc2)[C@H]2C1=CC[C@H]1C(=O)N(CC(=O)OC)C(=O)[C@H]12,-79,.
COC(=O)c1ccc(COC(=O)c2ccc(S(=O)(=O)N3CCC(C)CC3)cc2)o1,6,.
CC(C)CNS(=O)(=O)c1cc(C(=O)N2CC(C)OC(C)C2)c(Cl)cc1Cl (centres undefined),5,.
COc1cc2c(cc1OC)CN(CC(=O)Nc1ccc(C)cc1)CC2,-4,.
CCOC(=O)CNC(=O)CSc1nc2sc(C)c(C)c2c(=O)n1C,7,38
CCn1cc(C(=O)NCC2COc3ccccc3O2)c2cc(OC)c(OC)cc2c1=O (centres undefined),-12,-18
Cc1cc(C)n2c(SCCC(C)C)nnc2n1,7,-14
CSc1nc2ccc(S(=O)(=O)Nc3c(C)n(C)n(-c4ccccc4)c3=O)cc2s1,18,6
O=S1(=O)CCN2C(=N1)Sc1c2ccc2c1CCCC2,4,-44
CCCCC(CC)CNC(=O)c1[nH]c(C)c(C(C)=O)c1C (centres undefined),-21,-16
CCCCS(=O)(=O)NC1=NCN(CC)CN1,-278,0
CC(=O)Nc1sc2c(c1C(c1cccc(Cl)c1)N1CCN(CCO)CC1)CCCC2 (centres undefined),-5,.
NC(N)=N/N=C/c1ccc(OCc2ccc(Cl)cc2Cl)cc1,-11,.
CC1(C)OC(=O)C(=CNCC(O)c2ccccc2)C(=O)O1 (centres undefined),-7,-10
CCOc1ccc(NC(=S)Nc2ccc(OC(F)(F)F)cc2)cc1,-1,.
O=C(Nc1c(C(=O)Nc2cccc(F)c2)oc2ccccc12)c1ccc2c(c1)OCO2,-11,10
CCC1CCCCN1CCNS(=O)(=O)c1ccc2c(c1)oc(=O)n2C (centres undefined),9,-1
CCc1nnc(NC(=O)c2ccc(NS(=O)(=O)c3ccccc3)cc2)s1,13,7
CCOC(=O)C(C)Sc1ccc2nnc(-c3ccc(F)cc3)n2n1 (centres undefined),15,24
NS(=O)(=O)c1ccc(CCNC2CC(=O)N(CCc3ccccc3)C2=O)cc1 (centres undefined),-7,-22
O=C(/C=C/NNC(=O)c1cccc(Br)c1)c1cccc(Br)c1,-12,.
CCC(=O)Nc1cccc(NC(=O)CSc2nnc(-c3ccc(NS(C)(=O)=O)cc3)n2CC)c1,-5,.
Cc1ccc(N=Cc2ccc(N(C)C)cc2)cc1,-11,.
N=c1c2c(n(Cc3ccc(Cl)c(Cl)c3)c3c1CCC3)CCCC2,10,5
COc1cc(C(=O)N2CCN(C(=O)Cc3ccccc3)CC2)cc(OC)c1OC,-4,1
CCCNc1nc(-c2ccccc2)c(C(=O)OCC)cc1C#N,-7,.
CCC[C@@H]1CCCO[C@@](C(=O)NCc2cc(C)n(C)n2)(C(F)(F)F)C1,-4,.
COc1cccc(N2CCN(c3c4c(nc5ncnn35)CCC4)CC2)c1,.,-10
COC(=O)C(C(=O)OC)N1C(=O)CCC1=O,6,-11
COc1ccc(Oc2coc3c(CN(C)C)c(O)ccc3c2=O)cc1,59,-12
Cn1nnc(NC(=O)COc2ccc(C3CCCCC3)cc2)n1,.,-14
Cc1csc(NC(=O)Cc2c[nH]c3ccccc23)n1,5,.
COc1c(C)cccc1C(=O)Nc1cc(Cl)ccc1N1CCOCC1,-11,-8
CC1CCc2c(sc3nc(C4CC4)nc(N4CCN(C(=O)c5ccco5)CC4)c23)C1 (centres undefined),-8,.
O=C(Cn1c(=O)n(Cc2ccccc2)c(=O)c2ccccc21)NCc1ccco1,11,.
CCNC(=O)NC(=O)C(C)OC(=O)c1cc(S(=O)(=O)N2CCCCCC2)ccc1OC (centres undefined),-11,.
COCCn1nnnc1CN(CCc1ccc(OC)c(OC)c1)Cc1cc2ccc(C)cc2[nH]c1=O,-8,-3

# (further entries)
SMILES,RmlCD inh mix,RT RNaseH block
CS(=O)(=O)N(CC(N)=O)c1ccc(F)c(Cl)c1,6,-13
CCOC(=O)N1CCN(C(=O)Cn2ncn3nc(-c4cccs4)cc3c2=O)CC1,-6,-14
Nc1nnnn1/N=C/c1cccc(OCc2ccccc2Cl)c1,-10,.
CCN(CC)CCNC(=O)c1c(C)oc2cc(Br)c(OC)cc12,8,-4
Cc1ccccc1NCCNc1ccccc1C,-14,.
Cc1cc(=O)oc(C)c1C(=O)NCCCN1CCN(c2ccc(F)cc2)CC1,-12,-2
CC(=O)N1CCN(CC(=O)Nc2c(Cl)cccc2Cl)CC1,1,1
CCCNS(=O)(=O)c1ccc(OCC(=O)N2CCN(Cc3ccc4c(c3)OCO4)CC2)cc1,10,-3
COc1ccccc1CNC(=O)C1CC2Cn3c(nc4ccccc43)C2N1C (centres undefined),-7,.
C(=C\c1ccccc1)/CN1CCN(Cc2ccc3c(c2)OCCO3)CC1,6,-2
CCCCC(=O)Nc1ccc2c(c1)OCCO2,-13,13
Cc1oc(C)c(C(N)=O)c1C(N)=O,4,-10
Cc1ccn2cc(CCNC(=O)c3ccc(Br)o3)nc2c1,10,-27
Cc1cccc(N/C=C/c2onc(C)c2[N+](=O)[O-])c1,5,.
COC(C/C=C\[C@@H](O)[C@@H](C)OCc1ccccc1)OC,-2,.
CCc1nnc(NCn2nc(C)cc2C)s1,-9,-4
O=C(CN1C(=O)COc2ccc(Cl)cc21)Nc1ccc2c(c1)OCCO2,7,1
Cc1nn(Cc2ccccc2Cl)c(C)c1C(=O)NCc1ccco1,-15,1
CCCCOc1ccccc1NC(=O)CC1Nc2ccccc2NC1=O (centres undefined),-6,69*

# Complete entries, quoted from the list. Order of screens: RmlCD inh mix | RT RNaseH block
# CCN(CC)CCNC(=O)c1c(C)oc2cc(Br)c(OC)cc12 across the screens: 8 | -4
# COc1ccc(Oc2coc3c(CN(C)C)c(O)ccc3c2=O)cc1 across the screens: 59 | -12
# Cc1noc(N)c1C(=O)Nc1ccc(C(C)(C)C)cc1 across the screens: -8 | .
# CCOc1ccc(NC(=S)Nc2ccc(OC(F)(F)F)cc2)cc1 across the screens: -1 | .
# Cc1ccc(CNC(=O)C2CCN(S(=O)(=O)c3cnc[nH]3)CC2)cc1 across the screens: -6 | .

# Screens: PubChem, several laboratories
